Screens deposited in PubChem by several laboratories.
JMJD2C inh – blocks human GASC-1 demethylase activity. Q9H3R0. GST-JMJD2C(1-420) H3K9me3 demethylation, DELFIA europium. inhibition, % at 2.35 µM. actives 0.069% (n = 330,000);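 active = more than half of a compound's replicate wells show inhibition beyond 50%, single wells judged on their own value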;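 note: signal counts dimethyl H3K9 product captured on neutravidin plate; 0% = median of DMSO wells and 100% = 0.3 times that DMSO median; strong numbers were not always called active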
Target sequence (Q9H3R0 1-420 limits assumed): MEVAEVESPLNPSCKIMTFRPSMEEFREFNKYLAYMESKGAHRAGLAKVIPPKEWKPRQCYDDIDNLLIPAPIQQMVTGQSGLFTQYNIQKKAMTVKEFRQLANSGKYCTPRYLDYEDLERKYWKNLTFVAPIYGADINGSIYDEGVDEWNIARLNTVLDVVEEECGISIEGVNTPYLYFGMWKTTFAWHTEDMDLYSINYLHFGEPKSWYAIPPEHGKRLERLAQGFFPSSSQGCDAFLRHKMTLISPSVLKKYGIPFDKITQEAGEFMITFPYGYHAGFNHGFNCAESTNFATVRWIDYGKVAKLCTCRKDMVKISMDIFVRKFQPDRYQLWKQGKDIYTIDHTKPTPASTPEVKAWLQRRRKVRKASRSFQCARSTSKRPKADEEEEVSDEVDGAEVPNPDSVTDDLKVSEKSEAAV
LAP4-GFP MLPCN – yeast TOR pathway LAP4-GFP modulation | S. cerevisiae LAP4-GFP multiplex, flow cytometry GFP, 3 h; median GFP as percent of DMSO wells | actives 0.34% (n = 320,000) | GFP response vs DMSO, % at 10 µM;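 active = GFP response vs DMSO above a set limit, about the screen mean plus 3 SD, cut at about 150% in these data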
RPL19A-GFP yeast – alters RPL19A-GFP fluorescence in TOR pathway yeast screen. percent response vs DMSO, % at 10 µM. AID 2025. S. cerevisiae RPL19A-GFP strain, flow cytometry, 3 h; hits give low values. actives 0.3% (n = 330,000);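 active = percent response vs DMSO below 50%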;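 note: median channel GFP fluorescence of the barcoded RPL19A-GFP strain; ratio of sample median GFP to plate DMSO average so 100% = DMSO; lower means less RPL19A-GFP as with rapamycin TOR inhibition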
MEP2 TOR yeast – modulators of TOR pathway MEP2-GFP in S. cerevisiae | S. cerevisiae MEP2-GFP strain, flow cytometry GFP, 3 h; 100% = DMSO control level | GFP response vs DMSO, % at 10 µM | AID 2016 | actives 0.51% (n = 330,000);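 active = GFP response versus DMSO above a set limit, roughly screen mean plus 3 SD, cut at about 180% in these data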;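 note: median GFP fluorescence of the barcode-gated MEP2-GFP cells per well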
VLA-4 inh – inhibition in a human VLA-4 binding assay; actives 0.2% (n = 330,000); P13612; inhibition, % (about 7 µM as worked out from the volumes in the protocol); VLA-4 expressing cells, ligand binding flow cytometry; in the data active = inhibition above about 50%
AGP1-GFP MLPCN – modulators of TOR pathway AGP1-GFP in S. cerevisiae | GFP response vs DMSO, % at 10 µM | S. cerevisiae AGP1-GFP multiplex flow cytometry, 3 h; GFP as percent of DMSO wells | actives 0.02% (n = 320,000);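 active = GFP response relative to DMSO above a set limit, near screen average plus 3 SD, cut at about 150% in these data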;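 note: median GFP channel fluorescence of the gated AGP1 strain per well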
CIT2 TOR yeast – modulators of TOR pathway CIT2-GFP in S. cerevisiae. S. cerevisiae CIT2-GFP strain, flow cytometry, 3 h; 100 means same as DMSO wells. GFP response vs DMSO, % at 10 µM. actives 0.065% (n = 320,000). AID 2029;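 active = GFP response relative to DMSO above a set limit, near the screen mean plus 3 SD, cut at about 150% in these data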;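 note: ratio of well median GFP fluorescence to mean of DMSO wells on the plate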
GRK2 aptamer HTS – human GRK2 inhibition via aptamer displacement. P25098. bead flow cytometry, FAM-aptamer displacement from GRK2. inhibition of aptamer binding, % at 10 µM. actives 0.59% (n = 330,000). AID 488847;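 active = inhibition of aptamer binding above 40%, roughly 3 SD of noise, on plates passing a quality check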;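 note: median bead fluorescence of bound FAM aptamer so fluorescent compounds give negative values; no value below 0 was filed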
Target sequence (P25098 whole entry, looked up): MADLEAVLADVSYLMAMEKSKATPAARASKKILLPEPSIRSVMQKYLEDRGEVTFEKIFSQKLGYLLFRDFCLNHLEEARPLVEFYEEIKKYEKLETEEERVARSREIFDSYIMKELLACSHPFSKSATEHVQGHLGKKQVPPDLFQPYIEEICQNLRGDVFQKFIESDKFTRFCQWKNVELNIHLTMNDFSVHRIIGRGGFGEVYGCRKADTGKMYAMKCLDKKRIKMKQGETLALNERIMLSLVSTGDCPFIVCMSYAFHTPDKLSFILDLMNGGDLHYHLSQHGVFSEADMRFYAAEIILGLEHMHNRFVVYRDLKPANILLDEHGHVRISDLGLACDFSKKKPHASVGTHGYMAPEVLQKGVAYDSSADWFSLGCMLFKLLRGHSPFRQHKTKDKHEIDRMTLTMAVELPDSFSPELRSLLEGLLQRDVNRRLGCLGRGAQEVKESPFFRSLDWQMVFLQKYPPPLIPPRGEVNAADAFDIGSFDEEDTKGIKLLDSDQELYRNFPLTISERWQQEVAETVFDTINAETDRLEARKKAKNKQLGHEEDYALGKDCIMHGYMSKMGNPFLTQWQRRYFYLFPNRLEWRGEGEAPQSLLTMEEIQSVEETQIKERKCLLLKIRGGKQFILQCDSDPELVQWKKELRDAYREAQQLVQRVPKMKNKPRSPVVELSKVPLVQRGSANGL
Numbers without * were called inactive; · = no result given; & = joins results of further samples.

1: Cc1[nH]c2ccc(Cl)cc2c(=O)c1CN1CCCC1
2: Cc1ccc(C)c(NC(=O)Cn2nc(C(F)(F)F)cc2C2CC2)c1
3: CC(=O)Nc1cccc(/C(C)=N/NC(=O)c2cccc(S(=O)(=O)N3CCOCC3)c2)c1
4: CC(CN1CCOCC1)OC(=O)c1ccc(C(C)(C)C)cc1 (stereo not drawn)
5: CCN(CC)S(=O)(=O)c1ccc(Cl)c(NC(=O)COC(=O)c2ccc([N+](=O)[O-])o2)c1
6: COC(=O)c1ccc(CN(C)S(=O)(=O)c2ccc(C)cc2)o1
7: COc1cccc(NC(=O)Cn2nc(Cc3cccnc3)c3ccccc3c2=O)c1
8: COc1ccc(C2C(C(=O)NCCN3CCOCC3)c3ccccc3C(=O)N2C2CCCCC2)cc1 (stereo not drawn)
compound no.	1	2	3	4	5	6	7	8
CIT2 TOR yeast	94	96	100	98	106	87	97	83
RPL19A-GFP yeast	94	96	110	105	114	93	94	92
AGP1-GFP MLPCN	99	91	97	94	104	96	96	96
LAP4-GFP MLPCN	95	88	95	94	102	96	102	90
JMJD2C inh	-19	1	14	5	31	-6	7	20
GRK2 aptamer HTS	0	0	0	0	0	0	2	1
VLA-4 inh	-1	10	4	5	3	-6	-3	-15
MEP2 TOR yeast	103	99	104	110	112	95	97	92

9: CC(=O)c1ccc(N2CCN(C(C)C(=O)NC3CCCc4ccccc43)CC2)cc1 (stereo not drawn)
10: CCOc1ncccc1C(=O)NCCc1ccc(Cl)cc1
11: Cc1ccc(C)c(NS(=O)(=O)c2ccc(OCC(=O)N3CCOCC3)cc2)c1
12: COCCn1c(SC(C)C(=O)Nc2ncc(Cl)cc2Cl)nc2ccccc21 (stereo not drawn)
13: CC(C)NS(=O)(=O)c1ccc(OCC(=O)Nc2ccccc2F)cc1
14: COc1ccc2cc(CN(CCc3ccccc3)Cc3nnnn3CC3CCCO3)c(=O)[nH]c2c1 (stereo not drawn)
15: Cc1ccc2cc(CN(CCc3ccccc3)C(=S)NCCCN(C)C)c(=O)[nH]c2c1
16: COc1ccc(N2C(=O)NC(NS(=O)(=O)c3ccccc3)(C(F)(F)F)C2=O)cc1 (stereo not drawn)
compound no.	9	10	11	12	13	14	15	16
CIT2 TOR yeast	107	93	108	93	101	89	93	103
RPL19A-GFP yeast	101	100	104	98	102	93	99	100
AGP1-GFP MLPCN	105	90	106	98	108	95	107	100
LAP4-GFP MLPCN	97	89	99	98	97	102	96	105
JMJD2C inh	2	-4	2	4	12	22&-4	5	-4
GRK2 aptamer HTS	1	1	1	5	3	4	0	2
VLA-4 inh	7	-2	0	28	2	12	-3	1
MEP2 TOR yeast	99	98	105	101	105	97	102	105

17: CC(=O)Nc1ccc(OC(=O)c2cc3cc(Br)ccc3oc2=O)cc1
18: O=S(=O)(CC(CN1CCOCC1)N1CCOCC1)c1ccccc1 (stereo not drawn)
19: CCOc1ccc(N(CC(=O)Nc2cccc(Cl)c2)S(=O)(=O)c2c(C)noc2C)cc1
20: S=C(NCCC1=CCCCC1)Nc1ccc(Cl)cc1
21: O=C(NNC(=O)c1ccc([N+](=O)[O-])cc1)c1ccc(F)cc1
22: Cc1cc(C)cc(NCc2ccncc2)c1
23: CC1C=CCC2C(=O)N(c3ccccc3OC(=O)c3cccs3)C(=O)C12 (stereo not drawn)
24: Cc1ccc2c(c1)N(CC(=O)NC1CCCC1)C(=O)C(C)O2 (stereo not drawn)
compound no.	17	18	19	20	21	22	23	24
CIT2 TOR yeast	109	110	100	107	111	112	108	106
RPL19A-GFP yeast	108	107	97	100	104	104	107	104
AGP1-GFP MLPCN	108	98	100	98	107	96	105	108
LAP4-GFP MLPCN	98	97	96	98	99	93	95	88
JMJD2C inh	4	3	1	4	-18	2	0	14
GRK2 aptamer HTS	4	1	0	0	0	1	3	0
VLA-4 inh	5	-22	23	6	3	-9	-7	7
MEP2 TOR yeast	109	110	100	106	92	101	109	102

25: O=C(Nc1ccc2c(c1)OCCO2)C1CCN(C(=O)c2ccc([N+](=O)[O-])cc2)CC1
26: Cc1ccc(S(=O)(=O)NCCNc2ccc([N+](=O)[O-])cc2C(F)(F)F)cc1
27: CCN1CCN(C(=O)CCn2c(=O)c3cccn3c3cccnc32)CC1
28: CCN(CC(=O)Nc1ccc(C(=O)OC)cc1)C1CCCCC1
29: Cc1nc2ccccc2nc1OCc1cccc([N+](=O)[O-])c1
30: O=C(Cn1cnc2c(cnn2-c2ccccc2)c1=O)NC1CCCC1
31: O=C(Cc1c(C(=O)O)[nH]c2ccccc12)Nc1ccc2c(c1)OCO2
32: Cc1ccccc1NC(=O)Cc1nc(COC(=O)c2ccc(Cl)c(S(N)(=O)=O)c2)cs1
compound no.	25	26	27	28	29	30	31	32
CIT2 TOR yeast	104	100	99	94	103	98	110	124
RPL19A-GFP yeast	99	100	90	97	105	102	104	114
AGP1-GFP MLPCN	106	102	86	95	104	101	113	124
LAP4-GFP MLPCN	113	97	95	88	96	101	99	108
JMJD2C inh	8	-8	2	-6	-2	-19	7	-11
GRK2 aptamer HTS	0	0	1	3	1	1	3	0
VLA-4 inh	8	-14	9	7	5	15	8	37
MEP2 TOR yeast	120	103	96	102	93	97	107	115

33: CCCCN1C(=S)NC[C@@H]1Cc1ccccc1
34: CC(Oc1cccc(Cl)c1)C(=O)Nc1ccc([N+](=O)[O-])cn1 (stereo not drawn)
35: CCn1c(=S)sc2c(=O)n(CC(=O)Nc3cccc(Cl)c3)c(C)nc21
36: Cc1ccc(C2(C)NC(=O)N(CC(=O)Nc3cc(C)on3)C2=O)cc1 (stereo not drawn)
37: Cc1ccn2cc(-c3ccc(NS(=O)(=O)c4ccccc4)cc3)nc2c1
38: CCC(=O)N/C(=N/c1nc(C)cc(C)n1)Nc1ccccc1
39: Cc1ccc(OCCN2C(=O)CSC2=O)cc1
40: COc1cc(C(=O)NCc2nnc(SCC(=O)Nc3nc4ccc(C)cc4s3)o2)cc(OC)c1OC
compound no.	33	34	35	36	37	38	39	40
CIT2 TOR yeast	108	92	99	101	101	105	95	100
RPL19A-GFP yeast	101	99	100	91	99	97	93	99
AGP1-GFP MLPCN	81	116	97	97	99	108	96	99
LAP4-GFP MLPCN	145	97	94	88	107	109	102	93
JMJD2C inh	-6	1	0	1	18	6	13	9
GRK2 aptamer HTS	1	5	1	5	1	0	1	0
VLA-4 inh	-18	24	1	-5	-4	-1	19	23
MEP2 TOR yeast	98	97	104	94	96	102	97	101

In a second layout: three of the compounds above.
Second line of a record: CIT2 TOR yeast	RPL19A-GFP yeast	AGP1-GFP MLPCN	LAP4-GFP MLPCN	JMJD2C inh	GRK2 aptamer HTS	VLA-4 inh	MEP2 TOR yeast
38: CCC(=O)N/C(=N/c1nc(C)cc(C)n1)Nc1ccccc1
→ 105	97	108	109	6	0	-1	102
39: Cc1ccc(OCCN2C(=O)CSC2=O)cc1
→ 95	93	96	102	13	1	19	97
40: COc1cc(C(=O)NCc2nnc(SCC(=O)Nc3nc4ccc(C)cc4s3)o2)cc(OC)c1OC
→ 100	99	99	93	9	0	23	101

The listing picks up, repeating the four entries before the break.
37: Cc1ccn2cc(-c3ccc(NS(=O)(=O)c4ccccc4)cc3)nc2c1
38: CCC(=O)N/C(=N/c1nc(C)cc(C)n1)Nc1ccccc1
39: Cc1ccc(OCCN2C(=O)CSC2=O)cc1
40: COc1cc(C(=O)NCc2nnc(SCC(=O)Nc3nc4ccc(C)cc4s3)o2)cc(OC)c1OC
41: CCN(CC)c1ccc(NC(=O)c2cncc(Br)c2)cc1
42: CCN(C(=O)C(C)N1C(=O)/C(=C/c2ccco2)SC1=S)C1CCS(=O)(=O)C1 (stereo not drawn)
43: NCC12CC3CC(C1)CC(c1ccc(Br)cc1)(C3)C2
44: OCC1(CC2CCCCO2)CCN(Cc2cccc(O)c2)CC1 (stereo not drawn)
45: COCCCNc1nc2ccccc2nc1NS(=O)(=O)c1ccc(C)cc1
46: COc1ccccc1CCNC(=O)C(=O)c1cn(CC(=O)N2CCOCC2)c2ccccc12
47: CC1CCCN(c2ccc(C(=O)NCc3cccs3)cn2)C1 (stereo not drawn)
48: Cc1cccc(C)c1NC(=O)NC1(C(=O)NCc2ccncc2)CCCCC1
compound no.	37	38	39	40	41	42	43	44	45	46	47	48
CIT2 TOR yeast	101	105	95	100	92	99	101	81	95	107	·	108
RPL19A-GFP yeast	99	97	93	99	103	97	105	97	74	102	93	89
AGP1-GFP MLPCN	99	108	96	99	103	92	105	85	42	103	90	91
LAP4-GFP MLPCN	107	109	102	93	107	91	104	83	118	98	101	101
JMJD2C inh	18	6	13	9	4	-31	-17	11	3	-5	2	-6
GRK2 aptamer HTS	1	0	1	0	1	42*	0	0	1	0	0	0
VLA-4 inh	-4	-1	19	23	2	10	31	9	-2	-1	15	8
MEP2 TOR yeast	96	102	97	101	101	110	105	87	151	106	89	106

49: CC1Cc2nc(SCC(=O)Nc3nc4ccccc4s3)n(C)c(=O)c2S1 (stereo not drawn)
50: CNC(=O)c1[nH]cnc1C(=O)N[C@@H](Cc1ccccc1)C(=O)OCc1ccccc1
51: CCCC(c1nnnn1C1CCCCC1)N1CCN(c2ncccn2)CC1 (stereo not drawn)
52: Cc1cccc(S(=O)(=O)N2CCN(Cc3ccc4c(c3)OCO4)CC2)c1
53: CN(C(=O)c1ccc2c(c1)OCO2)C1CCCCC1
54: CN(C)S(=O)(=O)c1ccc(N2CCCC2)c(C(=O)Nc2nc3ccc(F)cc3s2)c1
55: O=C(CNC(=O)Cc1ccc(Cl)cc1)NCC(=O)N1CCCCC1
56: C=CCn1c(SCC(=O)NC2CCS(=O)(=O)C2)nnc1-c1ccncc1 (stereo not drawn)
compound no.	49	50	51	52	53	54	55	56
CIT2 TOR yeast	99	69	102	99	98	118	117	101
RPL19A-GFP yeast	97	92	101	102	111	108	100	99
AGP1-GFP MLPCN	102	78	104	105	105	106	104	103
LAP4-GFP MLPCN	98	97	95	97	99	97	107	115
JMJD2C inh	1	3	8	-12	-4	35	-1	0
GRK2 aptamer HTS	0	1	0	0	0	0	0	0
VLA-4 inh	1	-16	2	3	-11	-18	4	5
MEP2 TOR yeast	104	84	101	108	110	108	107	101

57: CC1CCN(CCNC(=O)c2ccc(NC(=O)C3CCCO3)cc2)CC1 (stereo not drawn)
58: C=CCOc1ccc2c(c1)c(S(=O)(=O)c1ccc(C)cc1)cn2COC
59: COc1ccc(N(CC(=O)Nc2ccccc2C(=O)O)S(=O)(=O)c2ccc(C)c([N+](=O)[O-])c2)cc1
60: COc1cccc(NC(=O)C(=O)N2CCOCC2)c1
61: COc1ccc(/C(C)=N/NC(=O)CNC(=O)/C=C\c2ccco2)cc1
62: Cc1cccn2cc(CNC(=O)c3ccc(Br)o3)nc12
63: CCn1c(SCC(=O)N/N=C/C=C/c2ccco2)nnc1-c1ccccc1
64: O=C(CC(c1ccccc1)C1CCCCC1=O)c1ccco1 (stereo not drawn)
compound no.	57	58	59	60	61	62	63	64
CIT2 TOR yeast	116	102	98	94	94	91	95	93
RPL19A-GFP yeast	103	99	102	93	101	95	103	89
AGP1-GFP MLPCN	105	99	105	89	93	90	93	91
LAP4-GFP MLPCN	103	103	101	90	87	93	88	93
JMJD2C inh	-4	-20	-25	1	4	-3	6	0
GRK2 aptamer HTS	0	0	3	3	11	0	5	0
VLA-4 inh	2	-11	-10	6	12	0	-2	-5
MEP2 TOR yeast	102	103	102	96	93	98	88	96

65: CN(CC(=O)Nc1ccc(Cl)cc1F)C1=NS(=O)(=O)c2ccccc21
66: COc1ccccc1NC(=O)C(=O)N/N=C/c1cccs1
67: CCCCOc1c(Br)cc(/C=N/O)cc1OCC
68: Cc1cc(C(=O)OCC(=O)Nc2cc(C)on2)c2ccccc2n1
compound no.	65	66	67	68
CIT2 TOR yeast	104	93	92	97
RPL19A-GFP yeast	99	101	95	97
AGP1-GFP MLPCN	104	98	96	102
LAP4-GFP MLPCN	96	105	102	98
JMJD2C inh	5	16	-14	-1
GRK2 aptamer HTS	0	1	0	2
VLA-4 inh	10	0	18	9
MEP2 TOR yeast	103	103	100	99
